Source: PubChem BioAssay
TNAP act DEA: human TNAP enzyme activators, primary screen, biochemical, luminescent, intermediate phosphate acceptor level; purified TNAP, CDP-star luminescence, 100 mM DEA, 30 min; active compounds read high; scale: 0 levamisole-inhibited, 1 vehicle-only enzyme; activation factor at 20 µM; 64,000 tested, under 10 active; AID 813, 2007;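 active = activation factor of at least 2 at 20 µM, relative to controls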
PKA kinase inh: inhibitors of human PKA kinase activity, primary screen, biochemical, ATP-depletion luminescence, Kemptide substrate; cAMP-dependent protein kinase catalytic subunit alpha (Homo sapiens), P17612; PKA Kemptide phosphorylation, Kinase-Glo ATP luminescence; inhibition, % at 6 µM; hit rate 0.1% among 65,000; AID 524, 2006;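 active = inhibition above the screen-wide mean inhibition plus 3 SD, cut at about 21% in these data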; also: many of its hits are not listed in these tables
MKP-1 inh: MKP-1 phosphatase inhibitors, primary screen, biochemical, in vitro. Dual specificity protein phosphatase 1 (Homo sapiens), P28562. recombinant MKP-1, OMFP hydrolysis fluorescence. inhibition, %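 (compounds tested at a single concentration somewhere between 10 and 100 µM)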. hit rate 0.15% among 65,000. AID 374, 2006;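 active = inhibition above about 50%, limit read from the data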;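 also: 0% = DMSO max control wells and 100% = wells with enzyme stopped by NaOH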
Target sequence (P28562 whole entry, looked up): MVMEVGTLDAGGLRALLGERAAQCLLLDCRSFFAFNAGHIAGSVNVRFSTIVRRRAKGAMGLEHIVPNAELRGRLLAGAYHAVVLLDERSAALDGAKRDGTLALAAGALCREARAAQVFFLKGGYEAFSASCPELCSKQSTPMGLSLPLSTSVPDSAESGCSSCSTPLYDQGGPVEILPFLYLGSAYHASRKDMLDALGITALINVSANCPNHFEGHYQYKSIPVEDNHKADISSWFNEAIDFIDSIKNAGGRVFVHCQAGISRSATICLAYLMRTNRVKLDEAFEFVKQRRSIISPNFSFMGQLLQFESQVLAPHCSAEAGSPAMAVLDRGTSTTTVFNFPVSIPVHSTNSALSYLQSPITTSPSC
HEK293 NFkB inh: inhibitors of PMA/ionomycin-induced NF-kB reporter, primary screen, antigen receptor NF-kB inhibitor project, cell-based, HEK-293 luciferase reporter, luminescence; AID 465, 2006; HEK-293 NF-kB luciferase reporter; hit rate 0.21% among 62,000; inhibition, % at 3 µM;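 active = inhibition above the mean of all tested compounds plus 3 SD, cut at about 40% in these data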;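 also: 0% = stimulated DMSO wells and 100% = 10 µM reference inhibitor 5653914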
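Material: HEK-293 cells with stable firefly luciferase reporter driven by four HIV NF-kB elements / Also added: PMA plus ionomycin mix as NF-kB-activating stimulus / Compound dosing: 3 µM once, 0.30% DMSO / Times: 1 h pretreatment, 16 h stimulation, 37 °C / Signal: luminescence / Evaluation: per-plate % inhibition versus controls / Benchmarks: DMSO and 10 µM reference inhibitor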
ROCK2 blocker: inhibitors of human ROCK2 kinase, primary screen, biochemical, high-throughput, luminescence | Rho-associated protein kinase 2 (Homo sapiens), O75116 | purified ROCK2, Kinase-Glo ATP depletion luminescence | inhibition, % at 6 µM | hit rate 0.35% among 60,000;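 active = inhibition above the screen-wide mean inhibition plus 3 SD, cut at about 18% in these data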;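 also: plate controls were DMSO wells for no effect and Y-27632 control wells after no-enzyme background subtraction for full effect; many of its hits are not listed in these tables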
Jurkat tox 60K: cytotoxicity toward Jurkat T cells, primary screen, cytotoxicity control, cell-based, Jurkat E6.1, 60K MLSMR library | Jurkat E6.1 viability, ATP luminescence, 48 h | inhibition, % at 4 µM | hit rate 1.2% among 56,000 | AID 463, 2006;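 active = inhibition above the mean inhibition of all tested compounds plus 3 SD, cut at about 28% in these data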
MMP13 inh: human MMP13 inhibitors, primary screen, biochemical, FRET peptide cleavage. inhibition, % at 4 µM. Collagenase 3 (Homo sapiens), P45452. hit rate 0.07% among 65,000. MMP-13 fTHP FRET cleavage, Mca fluorescence;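 active = inhibition above the mean of compound-free control plate wells plus 3 SD, cut at about 14% in these data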;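 also: 0% = DMSO wells and 100% = wells with reference MMP-13 inhibitor after basal subtraction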
Cdc25B block: inhibitors of Cdc25B phosphatase catalytic domain, primary screen, biochemical, OMFP fluorescence. M-phase inducer phosphatase 2 (Homo sapiens), P30305. hit rate 0.1% among 65,000. inhibition, %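 (compounds tested at 10 µM final in the well)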. recombinant Cdc25B, OMFP fluorescence Ex485/Em525; in the data active = inhibition above about 50%
Target sequence (P30305 whole entry, looked up, the tested form may be a part): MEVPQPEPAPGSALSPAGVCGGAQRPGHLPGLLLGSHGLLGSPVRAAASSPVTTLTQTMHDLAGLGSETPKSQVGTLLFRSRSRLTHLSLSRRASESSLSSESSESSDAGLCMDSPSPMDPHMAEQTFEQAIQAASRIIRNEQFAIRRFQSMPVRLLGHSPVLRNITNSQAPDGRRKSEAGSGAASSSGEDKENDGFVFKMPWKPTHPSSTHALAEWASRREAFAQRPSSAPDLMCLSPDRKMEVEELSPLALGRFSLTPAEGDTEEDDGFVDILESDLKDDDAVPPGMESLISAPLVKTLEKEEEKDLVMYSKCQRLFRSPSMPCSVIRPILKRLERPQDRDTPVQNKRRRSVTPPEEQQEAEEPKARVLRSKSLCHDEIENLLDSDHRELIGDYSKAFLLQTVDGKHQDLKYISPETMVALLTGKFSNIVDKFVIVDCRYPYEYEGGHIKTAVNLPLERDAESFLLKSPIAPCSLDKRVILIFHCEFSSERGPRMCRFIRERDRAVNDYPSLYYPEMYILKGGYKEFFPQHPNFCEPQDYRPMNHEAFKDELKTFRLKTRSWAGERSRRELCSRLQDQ
JNK3 blocker: JNK3 kinase activity inhibitors, primary screen, biochemical, human, purified enzyme; HTS; inhibition, % at 8 µM; hit rate 0.61% among 60,000; AID 746, 2007; in the data active = inhibition above about 17%;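 also: 0% = DMSO and 100% = reference inhibitor; many of its hits are not listed in these tables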
The depositor's hits bear a star; x = not tested or not shown.

Each structure is followed by: PKA kinase inh	MMP13 inh	HEK293 NFkB inh	JNK3 blocker	MKP-1 inh	Jurkat tox 60K	TNAP act DEA	Cdc25B block	ROCK2 blocker
(1) O=C(NC1CCCCCC1)C1CCCN(S(=O)(=O)c2cnc[nH]2)C1 (configuration not stated)
  -9.0	8.3	7.3	1.7	-1.9	3.9	0.8	1.7	2.4
(2) Cc1cc(C)n2nc(SCC3COc4ccccc4O3)nc2n1 (configuration not stated)
  -0.1	-3.1	-17.2	-1.1	34.7	-0.1	0.9	-4.5	-1.8
(3) CCCn1c2c(c(O)c(C(=O)Nc3ccc(C)cn3)c1=O)CCCC2
  -13.6	2.9	2.5	-1.4	-1.4	0.8	0.8	-0.3	-10.4
(4) COCCN1C(=O)C(O)=C(C(=O)c2ccco2)C1c1cccc(Oc2ccccc2)c1 (configuration not stated)
  6.3	0.7	6.2	7.1	19.8	-4.5	0.9	2.5	2.1
(5) CCCc1cc2c(=O)c(-c3ccccn3)coc2cc1OC
  11.5	-1.6	-14.5	3.1	21.3	1.1	0.9	-4.5	2.7
(6) COCCn1c(Cc2ccccc2)nnc1SCC(=O)NC(C)C
  -4.3	0.8	23.3	8.0	5.5	3.5	0.9	-4.4	-2.4
(7) O=S(=O)(c1cccc(S(=O)(=O)N2CCCC2)c1)c1cccc(S(=O)(=O)N2CCCC2)c1
  4.9	1.9	12.3	-0.1	7.1	-1.7	1	-16.5	3.6
(8) O=C(CCCn1c(=O)[nH]c2cc(Cl)ccc2c1=O)NCC1CCCO1 (configuration not stated)
  3.3	-12.1	7.2	23.0*	4.8	0.2	0.9	-4.6	4.0
(9) Cc1cc(C)c2c(=O)[nH]c(SCC(=O)Nc3ccccc3)nc2n1
  10.7	-1.1	13.1	0.7	-2.6	3.4	0.9	31.4	0.6
(10) CCOC(=O)c1cnn2c(N)c(C#N)nnc12
  11.4	2.0	4.8	6.0	4.0	-1.2	1	-6.7	9.6
(11) Cc1ccc(NC(=O)c2cc(S(=O)(=O)N3CCOCC3)ccc2F)c(C)c1
  4.6	0.0	-4.2	8.8	1.8	4.1	1	-9.1	0.6
(12) CCOC(=O)c1[nH]c(=O)c2ccccc2c1O
  7.2	-20.8	2.8	-0.9	0.8	4.3	0.8	7.0	5.2
(13) Cc1cc(N2CCN(c3ccccc3F)CC2)nc2cc(O)ccc12
  -0.7	-30.7	14.8	-0.7	-3.1	4.8	1	2.6	-0.2
(14) CC(C)(C)OC(=O)NCCc1nnc(SCC(N)=O)o1
  6.5	1.4	7.3	-1.4	21.2	-0.5	0.9	9.4	0.6
(15) Cc1nc(NC(=O)c2oc3ccccc3c2C)sc1C(=O)N(C)C
  8.1	-0.5	-17.3	3.0	28.2	-7.2	0.9	-1.6	6.6
(16) Cc1c(NC(=O)CSc2nc3ccccc3[nH]2)c(=O)n(-c2ccccc2)n1C
  10.4	6.0	11.7	-6.8	4.8	2.3	0.9	-16.1	2.6
(17) Cc1noc(C)c1COC(=O)CCc1nc2ccccc2c(=O)[nH]1
  -3.0	-2.2	2.3	-3.2	5.7	-1.7	0.9	-7.3	-1.0
(18) CC(=O)c1cc(C(=O)Nc2ccccc2C(=O)O)oc1C
  -1.7	4.1	-2.1	2.0	-5.3	-2.4	1	3.9	6.0
(19) O=C(Nc1ccc2c(c1)OCCO2)c1ccc(S(=O)(=O)N2CCCCC2)cc1
  6.4	-1.7	-7.4	-2.8	-22.5	0.2	0.8	10.4	3.0
(20) O=C(NCCN1CCOCC1)c1nn2c(c1Cl)NC(c1ccccc1)CC2C(F)(F)F (configuration not stated)
  8.0	-1.5	5.9	12.1	-10.0	-1.4	0.9	-17.8	2.2
(21) COc1ccc(Cl)cc1NC(=O)CSc1nnc(COc2ccccc2)n1C
  -4.2	-1.8	33.6	1.0	-0.7	11.5	1	2.9	-2.3
(22) CCOc1ccc2nc(NCCNC(=O)C3CC3)c(C)cc2c1
  10.4	-56.1	5.1	0.3	-13.5	0.0	0.9	-13.4	0.3
(23) Cc1ccc(-c2cc(-c3cccc(F)c3)n[nH]2)c(O)c1
  9.9	-0.6	-31.1	-3.5	-1.5	-1.2	1	-11.1	8.6
(24) CCS(=O)(=O)Nc1ccc(C(=O)OC)cc1
  3.6	8.5	29.1	-2.7	3.6	4.0	1	-1.0	-9.9
(25) Cn1c(=O)c2c(nc(-n3ccnc3)n2C)n(C)c1=O
  5.9	1.3	14.1	-5.3	-1.0	-4.8	0.8	-1.7	4.1
(26) CCN(CC)C(=O)CSc1nc2ccccc2c(=O)n1CCC(=O)NCc1ccc(F)cc1
  -0.9	-1.3	11.5	-1.3	17.8	-2.5	0.9	-1.3	-3.5
(27) OCCNc1nc2ccccc2n1-c1ccccc1
  6.3	0.7	14.6	-7.3	4.9	-5.6	0.9	7.0	6.7
(28) CCNc1nc(Oc2ccc(C(=O)OC)cc2)nc(N(C)C)n1
  -3.8	2.4	23.9	2.8	7.7	-8.4	1	-0.9	-0.1
(29) CC(C(=O)NCC1CCCO1)N(C(=O)c1snc(C(N)=O)c1N)c1ccccc1 (configuration not stated)
  -8.3	-15.6	17.3	-3.7	33.9	14.9	1	-9.6	-8.4
(30) O=C(CCn1cnc2ccccc2c1=O)Nc1ccc(S(=O)(=O)N2CCCC2)cc1
  5.8	1.2	1.0	26.6*	2.7	3.5	1	-12.6	-2.6

Profiles as entered above. Screens in order: PKA kinase inh	MMP13 inh	HEK293 NFkB inh	JNK3 blocker	MKP-1 inh	Jurkat tox 60K	TNAP act DEA	Cdc25B block	ROCK2 blocker
Shown for OCCNc1nc2ccccc2n1-c1ccccc1 : 6.3	0.7	14.6	-7.3	4.9	-5.6	0.9	7.0	6.7
Shown for CC(C)(C)OC(=O)NCCc1nnc(SCC(N)=O)o1 : 6.5	1.4	7.3	-1.4	21.2	-0.5	0.9	9.4	0.6

(list continues)
Each structure is followed by: PKA kinase inh	MMP13 inh	HEK293 NFkB inh	JNK3 blocker	MKP-1 inh	Jurkat tox 60K	TNAP act DEA	Cdc25B block	ROCK2 blocker
(31) CC(C)C(=O)Nc1cccc(C(=O)NCc2ccc3c(c2)OCO3)c1
  10.4	-1.9	14.4	2.1	3.8	3.9	1	2.2	5.5
(32) CCOc1ccc2nc(NC(=O)CN3CCC(n4nnc5cc(F)ccc54)CC3)sc2c1
  6.6	-16.7	17.0	9.1	29.4	16.5	1	-3.7	2.5
(33) COc1ccc(C(c2nnnn2Cc2cccs2)N2CCN(c3ccccc3F)CC2)cc1OC (configuration not stated)
  2.8	-0.8	4.5	0.3	11.3	-3.6	1	13.5	-2.6
(34) O=C(CCCOc1ccccc1)Nc1nccs1
  7.0	-10.7	23.3	2.9	21.1	4.5	0.9	0.3	6.2
(35) CCc1c(O)nc(SCC(=O)Nc2ccc(OC)cc2)n(C2CCCCC2)c1=O
  0.1	-1.5	16.8	-1.0	3.9	-2.9	0.9	18.8	4.5
(36) CN(C)c1nc2n(c(=S)n1)CCS2
  4.5	-2.6	x	2.6	-16.1	x	0.9	-20.8	-6.3
(37) CCOC(=O)CSc1nnnn1-c1cccc2ccccc12
  -1.8	3.2	-3.9	-3.6	7.7	5.6	0.8	2.6	3.1
(38) Cn1c2c(c(=O)n(C)c1=O)C(c1ccccc1OC(F)F)C1=C(CCCC1=O)N2 (configuration not stated)
  13.7	-17.7	15.2	-1.9	2.6	-2.5	0.9	-3.8	10.9
(39) O=C1CC(c2ccc(F)cc2)Cc2nc(N3CCOCC3)ncc21 (configuration not stated)
  1.9	3.2	7.8	-8.9	6.8	-3.3	0.9	-4.3	-0.5
(40) Cc1ccnc(NC(=O)C23CC4CC(CC(C4)C2)C3)c1
  5.5	2.3	-5.9	1.1	7.6	8.7	0.9	-5.5	-2.7
(41) Cn1c(=O)c2c(nc(SCCCC#N)n2Cc2c(F)cccc2Cl)n(C)c1=O
  -1.4	0.0	1.6	9.3	-0.3	2.6	0.9	-9.9	-0.3
(42) Cn1nnnc1SCC(=O)Nc1ccc(Oc2ccc(Cl)cc2)cc1
  -7.4	5.1	4.0	-2.4	-9.1	50.9*	0.8	-4.8	-3.1
(43) CCOC(=O)c1ccccc1NC(=O)CSc1nc2c(c(=O)n(C)c(=O)n2C)n1C
  0.2	5.4	3.0	-8.8	-18.7	0.6	0.9	-0.1	5.2
(44) CCN(CC)S(=O)(=O)c1cc(-c2nnc(-c3ccc(Br)cc3)o2)ccc1Cl
  2.4	-6.6	12.4	1.2	-1.9	6.6	0.9	0.0	5.6
(45) O=C(NCCN1CCOCC1)c1ccc2c(c1)N(Cc1ccccc1)C(=O)CS2
  3.9	-3.6	5.4	x	10.8	x	1	0.0	x
(46) CCSc1oc(-c2cccs2)nc1S(=O)(=O)c1ccccc1
  -7.5	-10.0	0.5	-0.2	-10.7	4.8	0.8	-3.1	-2.5
(47) O=c1c2ccccc2nc(SCc2nnc(-c3ccccc3Br)o2)n1Cc1ccco1
  1.6	2.0	10.6	3.9	0.0	6.3	0.9	-7.5	-1.0
(48) CCOC(=O)c1cnc2ccc(Br)cc2c1NCC(C)O (configuration not stated)
  2.2	4.1	0.4	9.8	-0.8	-5.8	0.8	-4.1	2.1
(49) CCOC(=O)c1cnc2c(-c3ccccc3)cnn2c1N
  4.5	-5.8	-47.7	1.2	-5.5	-11.2	0.9	-7.2	-0.5
(50) CCCN1C2=NCCN2c2ccccc21
  13.2	-7.9	5.4	2.1	-9.5	-7.2	0.9	-9.2	7.6
(51) CCCn1c(-c2ccc(OC)cc2)nc2ccccc21
  4.7	-13.0	2.6	-1.3	-4.1	-0.8	1	-15.9	5.2
(52) O=c1[nH]cnc2nc3n(c12)CCCCC3
  16.1	-2.7	21.2	2.9	18.1	-5.0	0.9	-28.8	6.0
